HDAC3 inh: HDAC3 deacetylase inhibitors, primary screen, biochemical, fluorescence, cell-free homogeneous | Histone deacetylase 3 (Homo sapiens), O15379 | recombinant HDAC3, fluorogenic peptide/trypsin coupled | inhibition, % at 8.3 µM | 0.15% of 320,000 active; in the data active = inhibition above about 26%, passing the limit was not always enough; inconclusive = no clear call, values can overlap the other calls
Target sequence (O15379 whole entry, looked up): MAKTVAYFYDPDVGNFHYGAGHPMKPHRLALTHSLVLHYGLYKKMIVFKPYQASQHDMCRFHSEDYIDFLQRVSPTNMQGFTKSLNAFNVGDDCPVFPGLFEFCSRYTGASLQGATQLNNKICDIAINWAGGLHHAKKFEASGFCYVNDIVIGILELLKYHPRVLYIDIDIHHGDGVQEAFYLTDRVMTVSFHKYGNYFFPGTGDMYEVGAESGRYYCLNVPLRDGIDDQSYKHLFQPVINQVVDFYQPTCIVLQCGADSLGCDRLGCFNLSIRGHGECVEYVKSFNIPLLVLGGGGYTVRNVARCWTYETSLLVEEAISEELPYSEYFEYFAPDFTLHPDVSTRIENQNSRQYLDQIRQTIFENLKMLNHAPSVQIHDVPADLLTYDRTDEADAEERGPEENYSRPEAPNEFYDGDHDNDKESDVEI
PolyA inhibitor: polyadenylation inhibitors in yeast reporter cells, primary screen, luminescence, S. cerevisiae; S. cerevisiae SKY197-pL101 polyadenylation reporter, beta-gal luminescence; efflux-impaired pdr1/pdr3 knockout yeast; score 100 = 6 SD above DMSO; 0.02% of 300,000 active; calls only at 12 µM;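 active = lowest replicate activity score at least 50, where 100 means six control SD above control mean; inconclusive = lowest score under 50 but half or more replicates reach 50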;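 also: yeast exposed to compound for 9 h at 30 °C; higher score means more reporter readthrough which indicates perturbed polyadenylation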
GSK3 alpha inh: blockers of GSK3A enzyme activity – biochemical, luminescence, cell-free homogeneous, HTS, primary screen | Glycogen synthase kinase-3 alpha (Homo sapiens), P49840 | GSK-3 alpha kinase, ADP-Glo luminescence, 60 min | inhibition, % at 10 µM | 0.1% of 320,000 active | AID 2650, 2010;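 in the data active = inhibition above about 50%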;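 also: GST-tagged GSK-3 alpha with peptide substrate and 25 µM ATP; 0% = DMSO neutral wells and 100% = GW8510 positive control wells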
Target sequence (P49840 whole entry, looked up): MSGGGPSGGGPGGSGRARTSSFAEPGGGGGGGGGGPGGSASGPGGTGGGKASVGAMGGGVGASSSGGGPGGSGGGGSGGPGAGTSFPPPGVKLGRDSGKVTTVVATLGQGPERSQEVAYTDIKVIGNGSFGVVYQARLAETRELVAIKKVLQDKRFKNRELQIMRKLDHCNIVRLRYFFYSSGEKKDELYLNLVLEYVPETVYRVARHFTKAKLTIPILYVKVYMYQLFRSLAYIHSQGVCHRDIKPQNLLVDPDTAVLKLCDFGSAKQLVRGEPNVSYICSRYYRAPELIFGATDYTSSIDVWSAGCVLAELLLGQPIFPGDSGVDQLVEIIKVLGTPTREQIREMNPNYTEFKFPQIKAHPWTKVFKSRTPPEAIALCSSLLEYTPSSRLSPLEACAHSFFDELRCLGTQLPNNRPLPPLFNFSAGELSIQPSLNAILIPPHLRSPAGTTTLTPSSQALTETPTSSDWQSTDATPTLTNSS
AI-2 QS modul: Vibrio harveyi AI-2 quorum sensing modulators, primary screen, JMH597 strain, luminescence/OD600 ratio; 0.4% of 300,000 active; Vibrio harveyi JMH597 AI-2 luminescence/OD600 ratio, 9 h; stronger effect = lower value; strain lacks LuxN and CqsS sensors; 0 = neutral-control median; AID 2094, 2009; activity change, % at 7.5 µM; in the data active = activity change below about -75%, passing the limit was not always enough; inconclusive = no clear call, values can overlap the other calls;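 also: luminescence divided by OD600 gain over 9 h not by final OD600 alone; inactives centre near 13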
HSF1 inhib: HSF1 inhibitors in luciferase reporter cells, primary screen, cell-based, NIH3T3, luminescence; NIH3T3-HGL HSE-luciferase, MG132-induced, luminescence 8 h; stronger effect = lower value; activity change, negative = inhibition, % at 7.5 µM (by protocol); 0.77% of 300,000 active; AID 2098, 2009;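 active = more than half of replicate wells show activity change below -50%, luminescence cut by over half; inconclusive = some wells, but at most half, below -50%; inactive = no replicate well below -50%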;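 also: luciferase reports HSF-1 transcriptional activity via heat shock element; 0% = median of DMSO wells and -100% = zero luminescence signal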
Dyrk1A ADPGlo: rat Dyrk1A kinase inhibitors, primary screen, biochemical, single point, plate reader; ADP-Glo luminescence, NFATc1 peptide; 0.43% of 310,000 active; AID 504441, 2011; inhibition, % at 12.5 µM; in the data active = inhibition above about 50%;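 also: plate controls were vehicle with enzyme for no effect and no enzyme for full effect; many of its hits are not listed in these tables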
HSF1 activator: HSF-1 activators, primary screen, NIH3T3-HGL cells, MG132 stress, luminescence, single point; NIH3T3-HGL HSF-1 luciferase reporter, 8 h; 100% = twice DMSO control signal; activation, % at 9 µM; 1.7% of 300,000 active;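 active = mean replicate activation of at least 50% with a set share of replicates each reaching 50%; inconclusive = only one of those two conditions met; inactive = mean below 50% and too few replicates reaching it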;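 also: 0% = median of the neutral control wells and 100% = twice that signal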
Platelet DG rel: inhibitors of platelet dense granule secretion, primary screen, cell-based, MLPCN, human platelets | human platelet-rich plasma, SFLLRN dense granule ATP release, luminescence | inhibition, %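 (compounds screened at 7.5 µM in platelet-rich plasma)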 | 0.22% of 300,000 active | AID 1663, 2009;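 active = mean replicate score, as percent of positive control, at or above 50; inconclusive = mean below 50 but at least one replicate at or above 50; inactive = mean and every replicate below 50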
GSK3B inh: human GSK3beta kinase inhibitors, primary screen, biochemical, cell-free homogeneous, HTS | Glycogen synthase kinase-3 beta (Homo sapiens), P49841 | GST-GSK3beta kinase, ADP-Glo luminescence, 60 min; stronger effect = lower value | activity score (negative = inhibition), % at 10 µM | 0.038% of 300,000 active | AID 2097, 2009;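 active = more than half of replicate wells score below -50%, meaning over 50% inhibition versus plate controls; inconclusive = some replicates but at most half score below -50%; inactive = no replicate scores below -50%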;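 also: 0% = median DMSO wells and -100% = median GW8510 positive control wells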
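Test system: GST-tagged human GSK3beta kinase, cell-free; evaluation: activity score scaled between in-plate DMSO and GW8510 controls; measured by: ADP-Glo luminescence; incubation: 60 min reaction, RT; benchmarks: DMSO and 20 µM GW8510; reagent: peptide substrate plus 25 µM ATP (final); medium: Tris/MgCl2 kinase buffer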
HSP90 refold inh: HSP90 inhibitors, primary screen, cell lysate, luminescence | Heat shock protein HSP 90 (rabbit reticulocyte lysate; luciferase refolding) | Rabbit reticulocyte lysate, luciferase refolding luminescence, 3 h | inhibition, % at 5.6 µM | 0.91% of 290,000 active | AID 1789, 2009;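 active = inhibition above the screen-wide mean plus 3 SD, computed separately per campaign, cut at about 16% in these data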;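 also: 0% = DMSO wells and 100% = 60 µM geldanamycin wells; inhibitors lower the luminescence because luciferase stays unfolded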
Numbers without * were called inactive; i = inactive; ? = inconclusive; / = no result given; & = joins results of further samples. A portion of the library (hit frequency here may not be typical).

Order of results: HDAC3 inh	PolyA inhibitor	GSK3 alpha inh	AI-2 QS modul	HSF1 inhib	Dyrk1A ADPGlo	HSF1 activator	Platelet DG rel	GSK3B inh	HSP90 refold inh
COc1cccc(C(=O)NCC(=O)N/N=C(C)\C=C\c2ccccc2)c1
    14	i	-3	19	-8	1	3	10	-3	2
NC(=O)CC[C@H](NC(=O)c1ccc(F)cc1)C(=O)OCC(=O)NCc1ccc(F)cc1
    12	i	-2	-2	-3	-8	4	0	1	3
COc1ccc(NC(=O)COC(C)=O)cc1Cl
    -5	i	/	3	-5	-2	-12	12	3	-1
CSc1cccc(NC(=O)C2(S(=O)(=O)c3ccc(C)cc3)CC2)c1
    1	i	-3	37	3	-4	11	-1	1	-1
O=C(O)/C=C/C(=O)NCCc1ccc(Cl)cc1
    -2	i	0	15	0	/	-7	2	2	-1
C#CCOc1coc(COC(=O)c2ccccc2)cc1=O
    -3	i	-2	19	-3	-1	3	/	-2	9
COc1ccc(C(CNC(=O)c2oc3ccc(Cl)cc3c2C)N2CCCCC2)cc1 (centres undefined)
    3	i	-1	-8	-3	1	-7	-3	3	-4
C=CCNC(=S)NNc1nc2c(c(=O)[nH]1)C1(CCCCC1)Cc1ccccc1-2
    -5	i	1	5	11	8	15	-10	1	1
COc1ccc(/C=C2/SC(=S)N(CCCC(=O)N3CCN(C)CC3)C2=O)cc1
    -2	i	0	10	-40	-2	-32	7	4	6
Cc1ccc(OCc2cc(C(=O)NCCc3cccnc3)no2)cc1C
    /	i	/	-84*	17	-1	26	6	0	-1
CC1CCCN(CCOc2ccc(Br)cc2)C1 (centres undefined)
    -3	i	-1	7	4	-11	-1	-8	-20	0
COc1ccc(NC(=O)C2C3C=CC4(CN(Cc5cccnc5)C(=O)C24)O3)c(OC)c1 (centres undefined)
    ?	i	0	2	8	-6	10	-1	0	0
Cc1ccc(NC(=O)C2C3/C=C\CCCCC32)cc1C (centres undefined)
    3	/	1	-2	6	1	/	-6	-4	2
CCOC(=O)N1CCN(C(=O)CSc2nc(=O)n3cc(C)ccc3n2)CC1
    -1	i	-1	-11	-4	/	-6	-8	0	/
CNC(=S)N(C)c1ccccc1
    0	i	4	4	-9	-1	-5	-8	-1	-2
CC(C)N(C(=O)Cn1cc(S(=O)(=O)CC(=O)NCc2ccc(F)cc2)c2ccccc21)C(C)C
    -9	i	0	6	-2	1	-6	10	-3	-1
Cc1ccc2[nH]c(C(=O)N3CCC(C(N)=O)CC3)cc2c1
    4	i	3	-48	3	9	8	0	-6	-3
O=C(Cn1c(N2CCN(C/C=C/c3ccccc3)CC2)nc2ccccc21)c1ccccc1
    12	i	4	-3	0	/	16	-16	4	2
O=C(c1ccc(CS(=O)c2ccccc2Cl)o1)N1CCCCCC1 (centres undefined)
    2	i	1	5	-1	/	-10	1	-1	1
COc1cc(NC(=O)c2cccs2)ccc1NC(=O)Cc1ccccc1
    10	i	4	36	3	-1	9	0	3	-3
CC1CCN(C(=O)c2cccc(S(=O)(=O)N3CCCc4ccccc43)c2)CC1
    -8	i	-1	16	12	-10	9	27	-1	/
O=C(NCCCc1ccccc1)C1CCC(=O)N(Cc2ccc(Cl)cc2)C1 (centres undefined)
    11	i	-1	9	18	1	45	2	-5	2
Cc1nn(C)cc1S(=O)(=O)NCc1ccccc1Cl
    17	i	-6	4	1	-8	9	12	2	-1
COCc1ccc(CN2CCCC(CCC(=O)NCc3ccc(C)o3)C2)o1 (centres undefined)
    -1	i	-3	20	6	5	-11	5	-1	1
CCCCCC(=O)N(Cc1ccccc1)c1c(N)n(CCOC)c(=O)[nH]c1=O
    2	i	-1	3	9	-1	-1	1	3	1
O=C(Cc1cccs1)Nc1ccccc1NC(=O)Cc1cccs1
    -4	i	1	-4	-7	-11	-16	-4	-13	-4
Cc1n[nH]c(=S)n1/N=C/c1ccc(Br)o1
    0	i	0	18	-14	18	8	9	-4	-2
CC(C)c1nc(SCc2c(F)cccc2Cl)c2c(=O)n(C)c(=O)n(C)c2n1
    -1	i	-3	-3	-67*	5	-73	1	2	0
O=C(N/N=C/c1ccc([N+](=O)[O-])cc1)c1ccc2nc[nH]c2c1
    10	i	1	25	-6	1	-1	6	-2	-2
O=C(OCC(=O)c1c[nH]c2ccccc12)c1cccc(S(=O)(=O)N2CCCCCC2)c1
    4	i	-2	-2	2	-15	23	1	3	-1
O=C(NCc1ccc2c(c1)OCO2)c1cc2n(n1)C(C(F)(F)F)CC(c1ccc3c(c1)OCO3)N2 (centres undefined)
    4	i	-3	/	9	0	21	3	/	-2
CC(C)Oc1cccc(C(=O)C2CCCN(C(=O)c3ccccn3)C2)c1 (centres undefined)
    -2	i	0	8	-4	/	-4	0	3	-3
Cc1ccc(-c2nn(C)c(=O)c3ccccc23)cc1CNC(=O)CN1CCOCC1
    0	i	-2	18	-1	-1	11	-6	0	2
CC(C)N(CCNC(=O)c1ccc(NC2=NC3CS(=O)(=O)CC3S2)cc1)Cc1ccco1 (centres undefined)
    2	i	-2	34	-2	-3	-5	-1	2	1
CC(C)(CNC(=O)CC1C(=O)NCCN1Cc1cccc(F)c1)N1CCOCC1 (centres undefined)
    -7	i	1	-1	-5	2	7	-6	3	5
Cc1cc(C(=O)OCC(=O)N2CCN(C(=O)c3ccco3)CC2)c(C)n1-c1ccc(F)cc1
    1	i	-3	10	-2	/	26	2	2	0
Cc1cccc(C)c1NC(=O)CN(C)C(=O)c1ccc(-n2cncn2)c([N+](=O)[O-])c1
    -4	i	-2	12	4	-2	0	-7	-2	/
O=C(NC(=S)NCCc1ccc(Cl)cc1)c1ccco1
    -4	i	2	11	16	0	23	-4	-1	-3
Cc1ccc(C)c(S(=O)(=O)N2CCCOC2CNC(=O)C(=O)NCCC2=CCCCC2)c1 (centres undefined)
    6	i	2	40	1	-1	9	1	-1	0
CC(C)(C)c1ccc(Cn2cnc(-c3ccc([N+](=O)[O-])cc3)c2)cc1
    ?	i	-8	-16	22	0	28	-6	-2	-2
CCOC(=O)c1ccccc1NC(=O)c1cccnc1
    7	i	-3	23	-2	3	-3	2	-1	-1
Cc1ccc(NS(=O)(=O)c2ccc3c(c2)NC(=O)CC(=O)N3)cc1C
    1	i	11	32	0	-9	-9	3	-9	-3
CCn1c2ccccc2n2c(=O)c(=O)n(CC(=O)N3CCN(c4ccccc4OC)CC3)nc12
    -7	i	-3	22	-3	/	4	3	-2	2
c1ccc(-c2nc(N3CCCCCC3)nc(-n3ccnc3)n2)cc1
    9	i	1	30	-12	1	-6	-2	-1	3
CCOC(=O)C1=C(C)NC(SCC(=O)OC)=C(C#N)C1c1ccc(C(=O)OC)cc1 (centres undefined)
    16	i	1	2	-3	3&-2	-10	-8	1	-3
O=S(=O)(c1ccc(Cl)cc1)n1nnc2ccccc21
    -1	i	-3	18	-3	-3	-4	-1	5	2
O=C(Cc1cccs1)NCc1cn2ccccc2n1
    -4	i	-2	0	3	0	-8	-1	0	-4
O=C(CN1CCCC1)Nc1ccc(OCc2ccccc2)cc1
    3	i	-3	9	9	-1	13	0	0	3
Cc1ccc(-c2csc(NC(=O)Cn3cnc4c3c(=O)n(C)c(=O)n4C)n2)cc1C
    -1	/	-1	/	/	2	/	/	/	-1
Cc1ccc([C@@H]2[C@@H]3C(=O)N(C)C(=O)[C@@H]3[C@]3(Cc4ccccc4)C(=O)N(CCO)CC(=O)N23)o1
    -5	/	-1	30	-6	7	0	1	-6	-4
O=C(Nc1ccc(Cl)c(Cl)c1)N1CCC(N2CCCCC2)CC1
    -1	i	1	10	-3	0	-5	6	0	-2
CC(C)(C)C(=O)NC1CC2CCCC(C1)N2C(=O)Nc1ccccc1F (centres undefined)
    1	i	-1	3	-3	15	-4	4	-2	2
COc1cc(C(=O)N2CCN(C(=O)C3CC3)CC2)cc(OC)c1OC
    8	i	-3	13	11	-4	36	1	3	0
Cc1ccsc1/C=N/NC(=O)CNC(=O)c1c(F)cccc1Cl
    -1	i	0	15	1	/	6	-2	2	-4
CCCCNC(=O)CCc1c(C)nc2c(c(C)nn2-c2ccccc2)c1C
    -16	i	0	37	-8	1	-14	-3	0	3
O=C(NCC1CCCO1)C1CCN(CC2CCCCC2)CC1 (centres undefined)
    1	i	-5	13	-3	10	16	-4	-4	-2
COc1ccccc1CNC(=O)C1CCN(C(=O)NC2CCCCC2)CC1
    3	/	-3	6	3	-9	-6	3	0	0
CC(C)(C)c1ccc(NNC(=O)C2CCC2)cc1
    10	i	-2	25	-3	0	12	-2	1	-1
CCOc1cc2[nH]c(=O)n(CCCCC(=O)N3CCCCCC3)c(=O)c2cc1OCC
    -4	i	2	-2	-12	0	4	2	-5	-2
O=C(c1cc2ccccc2oc1=O)N(Cc1cccs1)C1CCS(=O)(=O)C1 (centres undefined)
    5	i	-1	10	10	6	17	2	2	0

(more compounds)
Order of results: HDAC3 inh	PolyA inhibitor	GSK3 alpha inh	AI-2 QS modul	HSF1 inhib	Dyrk1A ADPGlo	HSF1 activator	Platelet DG rel	GSK3B inh	HSP90 refold inh
Cc1cc(C)n(-c2ccc(C(=O)N3CC(C)OC(C)C3)cc2)n1 (centres undefined)
    0	i	0	2	-1	-4	2	9	-5	-2
O=C(CN1CCN(Cc2ccccc2)CC1)NCCc1ccccc1
    -4	i	-1	3	-1	6	-6	0	-1	1
Brc1cnc(N2CCCC2)nc1N1CCCCC1
    8	i	-2	19	-5	11	0	4	2	0
CCOc1ccc(S(=O)(=O)NCCC(=O)OCC(=O)N2CC(=O)Nc3ccccc32)cc1
    4	i	2	8	4	1	5	-3	0	-2
COc1ccc(Cl)cc1S(=O)(=O)Nc1ccc(Cl)cn1
    -13	i	1	29	2	0	-5	1	4	-2
O=C(O)CCSc1nnc(SCC(=O)NCC(F)(F)F)s1
    -7	i	-2	11	3	1	11	-6	2	4
Cn1c(=O)c2c(ncn2CCCC(=N)N2CCOCC2)n(C)c1=O
    -4	i	-1	8	-6	/	15	3	0	-6
CCn1ncc(C2=NOC(C(=O)NCCc3ccccc3)C2)c1C (centres undefined)
    1	i	-1	31	-8	-5	15	13	1	-1

Assay outcomes as filed in PubChem BioAssay.
